# Source: PubChem
# ATG4B inh: inhibitors of human ATG4B cysteine protease. Q9Y4P1. ATG4B cleavage of LC3-PLA2, NBD-HPC fluorescence, 1 h. inhibition, % at 8.33 µM. 340,000 compounds, 0.51% hits. AID 504462; in the data active = inhibition above about 40%
# mIAP block: mouse IAP inhibition; purified mouse IAP, CDP-Star luminescence, 30 min; inhibition, % at 10 µM; 330,000 compounds, 0.2% hits;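 active = inhibition of at least 40% at 10 µM in the primary screen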;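 note: plate controls were DMSO with enzyme for no effect and no enzyme wells for full effect; values of inactives mirror those of a sister screen read the other way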
# MPTP block: blocks calcium-induced mitochondrial swelling. 360,000 compounds, 1.4% hits. inhibition, % at 10 µM. isolated mouse mitochondria, Ca2+ swelling absorbance, 30 min;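 active = inhibition of 50% or more, scaled per plate between neutral and stimulator controls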;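 note: 0% = DMSO wells given calcium and 100% = 1 mM EGTA wells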
# beta cell repl: MIN6 beta-cell proliferation induction; MIN6 cells proliferation, ATPlite luminescence, 48 h; cells starved in 0.2% serum; 100% = growth in 10% serum; proliferation, % at 10 µM; 330,000 compounds, 0.29% hits; AID 2380;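 active = compounds whose signal lies at least 3.5 SD above the mean of all wells on their plate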;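 note: 0% = DMSO-treated cells in low-serum medium and 100% = 10% serum control; some compounds called inactive have numbers as strong as hits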
# mIAP act: mouse IAP activation. activation factor at 10 µM. 330,000 compounds, 0.24% hits. AID 2805. muIAP, CDP-Star luminescence, 30 min; active compounds read high; 1 = vehicle-only enzyme signal, 0 = enzyme-free wells;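 active = activation factor of at least 2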; note: the source names both 10 and 20 µM as test concentration; values of inactives mirror those of a sister screen read the other way
#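 Assay system: mouse IAP enzyme / Compound: DMSO-dissolved test compounds / Timing: 30 min, room temperature / Measured by: luminescence from enzymatic CDP-Star hydrolysis / Control set: DMSO-only wells, enzyme-free buffer wells as negative control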
# A3A deaminase: blocks human APOBEC3A ssDNA deamination. P31941. recombinant A3A, FAM/TAMRA ssDNA deamination fluorescence. inhibition, % at 20 µM. 330,000 compounds, 0.41% hits. AID 493011;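 active = at least 40% inhibition at 20 µM here, with at most 30% in a related deaminase screen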;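 note: plate controls were A3A with DMSO for no effect and wells lacking A3A enzyme for full effect; some results filed as inactive read as strong as hits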
# Target sequence (P31941 whole entry, looked up): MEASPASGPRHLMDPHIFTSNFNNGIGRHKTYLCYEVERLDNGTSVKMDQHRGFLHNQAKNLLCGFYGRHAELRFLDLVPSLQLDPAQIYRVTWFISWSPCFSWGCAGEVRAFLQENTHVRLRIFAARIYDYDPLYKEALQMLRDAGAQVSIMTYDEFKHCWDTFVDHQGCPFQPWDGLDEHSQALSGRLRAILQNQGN
# A3G deaminase: blocks human APOBEC3G single-stranded DNA deamination. 330,000 compounds, 0.28% hits. recombinant A3G, ssDNA deamination FAM/TAMRA fluorescence. inhibition, % at 20 µM. AID 493012;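 active = inhibition of at least 40% at 20 µM, with no more than 30% in the related APOBEC3A deaminase screen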;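 note: plate controls were DMSO wells with A3G for no effect and wells lacking A3G enzyme for full effect; some compounds called inactive have numbers as strong as hits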
# Target sequence (Q9HC16 whole entry, looked up): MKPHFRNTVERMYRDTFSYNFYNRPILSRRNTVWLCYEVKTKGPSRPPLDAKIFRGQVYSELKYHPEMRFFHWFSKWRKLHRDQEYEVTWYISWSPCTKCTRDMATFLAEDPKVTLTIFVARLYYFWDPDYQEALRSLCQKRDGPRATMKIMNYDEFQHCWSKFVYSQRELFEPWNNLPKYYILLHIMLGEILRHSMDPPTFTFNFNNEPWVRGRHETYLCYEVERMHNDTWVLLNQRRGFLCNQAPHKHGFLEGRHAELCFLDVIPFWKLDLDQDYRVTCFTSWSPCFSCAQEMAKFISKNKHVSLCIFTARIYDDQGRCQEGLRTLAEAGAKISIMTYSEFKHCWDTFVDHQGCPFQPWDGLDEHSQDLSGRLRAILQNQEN
# hIAP act: human IAP activation. P09923. purified human IAP, CDP-Star luminescence, 30 min; active compounds read high; 1 = vehicle-only enzyme, 0 = enzyme-free background. activation factor at 10 µM. 330,000 compounds, 0.16% hits. AID 2524;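 active = activation factor of the enzyme at least 2-fold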; note: the source names both 10 and 20 µM as test concentration; values of inactives mirror those of a sister screen read the other way
# hIAP inh: blocks human intestinal alkaline phosphatase | purified IAP, CDP-Star luminescence, 30 min | inhibition, % at 10 µM | 330,000 compounds, 0.12% hits;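 active = inhibition reaching a set limit with compound at 10 µM in the primary screen, cut at about 35% in these data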;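 note: plate controls were DMSO wells with enzyme for no effect and no-enzyme buffer wells for full effect; values of inactives mirror those of a sister screen read the other way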
# The depositor's hits bear a star; . = no result given.
SMILES,ATG4B inh,mIAP block,MPTP block,beta cell repl,mIAP act,A3A deaminase,A3G deaminase,hIAP act,hIAP inh
COc1ccccc1-c1nnc(SCC(=O)Nc2c(Cl)cccc2Cl)o1,-3,11,3.9,-1,0.89,-1,-1,1.4,-41
COc1cccc(C(c2nnnn2CCc2ccccc2)N2CCN(c3ccccc3)CC2)c1OC (centres undefined),-13,-11,-0.5,-2,1.1,-1,-1,0.98,2
C=C(C)CNC(=S)NNC(=O)c1ccco1,-4,9,-0.9,1,0.91,-10,-2,1.6,-62
COc1cc2c(cc1N/C=C(\C#N)c1nc(-c3ccc(F)cc3)cs1)oc1ccccc12,1,13,1.4,0,0.87,-3,-6,1,-1
Cc1cccc(OCC(=O)Nc2ccc3c(c2)OCO3)c1C,-7,-12,1.2,-1,1.1,-4,-3,1,-2
CN(Cc1cccs1)C(=O)CNC(=O)c1ccco1,0,-11,-1.7,-1,1.1,4,3,0.85,15
O=C(NC1CCCCC1)c1ccc(-n2cncn2)c([N+](=O)[O-])c1,-5,6,-1.2,-3,0.94,0,-6,1.1,-8
CC(=C/c1ccco1)/C=N/N1CCN(c2ccccc2)CC1,-1,7,-0.2,-2,0.93,-1,-4,0.84,16
CC1(C)CC(=O)C=C(Nc2cccc(Cl)c2Cl)C1,-1,-4,1.4,-1,1,-1,4,0.99,1
Cc1cccc(C)c1OCc1cc(C(=O)N2CCN(c3ccccc3)CC2C)no1 (centres undefined),23,-4,0.3,-5,1,7,3,0.96,4
Nc1nc(Nc2ccccc2)nc(N2CCOCC2)c1[N+](=O)[O-],-8,2,0.8,-1,0.98,4,0,0.93,8
Cc1ccc(S(=O)(=O)N(C)c2ccc3c(ncn3C)c2[N+](=O)[O-])cc1,-3,-12,0.6,-1,1.1,-6,-14,1.1,-5
CCOc1ccc(Nc2n[nH]c(=S)s2)cc1,-3,3,-0.7,0,0.97,9,34,0.93,7
COc1ccc(-c2cc(C)nc3nc(N)nn23)cc1,-10,4,8.1,1,0.96,2,1,0.93,8
COc1ccc(OCc2cc(C(=O)NCc3nc(C)cs3)no2)c(Cl)c1,0,5,-0.3,1,0.95,-3,-2,1.1,-10
O=C(NC1CC2CCC1C2)c1ccc(CN2CCOCC2)cc1 (centres undefined),-12,-6,-1.0,0,1.1,-3,-9,1.1,-10
Cc1[nH]c2ccccc2c1C(=O)COc1ccccc1F,0,-15,-7.0,0,1.2,-4,-6,1.1,-8
Cc1cc(NC(=O)CN2CCCCC2)no1,1,3,-0.8,3,0.97,1,-8,0.99,1
COc1cc(C(C#N)N2CCOCC2)ccc1O (centres undefined),6,10,-1.3,-4,0.9,4,-5,1.1,-7
CCOC(=O)c1cc(NC(=O)NCc2ccco2)c(C)nc1C,1,1,-6.4,-1,0.99,0,-4,1,-4

# Given bar-delimited: 6 of the compounds above
canonical_smiles | ATG4B inh | mIAP block | MPTP block | beta cell repl | mIAP act | A3A deaminase | A3G deaminase | hIAP act | hIAP inh
CCOc1ccc(Nc2n[nH]c(=S)s2)cc1 | -3 | 3 | -0.7 | 0 | 0.97 | 9 | 34 | 0.93 | 7
COc1ccc(-c2cc(C)nc3nc(N)nn23)cc1 | -10 | 4 | 8.1 | 1 | 0.96 | 2 | 1 | 0.93 | 8
COc1ccc(OCc2cc(C(=O)NCc3nc(C)cs3)no2)c(Cl)c1 | 0 | 5 | -0.3 | 1 | 0.95 | -3 | -2 | 1.1 | -10
O=C(NC1CC2CCC1C2)c1ccc(CN2CCOCC2)cc1 (centres undefined) | -12 | -6 | -1.0 | 0 | 1.1 | -3 | -9 | 1.1 | -10
Cc1[nH]c2ccccc2c1C(=O)COc1ccccc1F | 0 | -15 | -7.0 | 0 | 1.2 | -4 | -6 | 1.1 | -8
Cc1cc(NC(=O)CN2CCCCC2)no1 | 1 | 3 | -0.8 | 3 | 0.97 | 1 | -8 | 0.99 | 1

# (further entries)
SMILES,ATG4B inh,mIAP block,MPTP block,beta cell repl,mIAP act,A3A deaminase,A3G deaminase,hIAP act,hIAP inh
CC1CCN(C(=O)CN(c2ccc(Oc3ccccc3)cc2)S(C)(=O)=O)CC1,-7,-10,38,0,1.1,3,6,1,0
COc1cccc(C2C(C#N)=C(N)N(N(C)C)C3=C2C(=O)CC(C)(C)C3)c1OC (centres undefined),4,-2,0.1,-4,1,-4,-7,1.1,-9
CCOC(=O)Cc1csc(NC(=O)/C=C/c2ccc(Cl)cc2)n1,-6,3,12,-3,0.97,2,-8,0.96,4
Cc1ccc(N2CC(C(=O)OCC(=O)Nc3ccc(Cl)cc3)CC2=O)cc1 (centres undefined),-6,3,1.4,-4,0.97,-4,-10,0.89,11
CC(=O)COc1ccc2oc(=O)cc(-c3cc4ccccc4o3)c2c1,-14,4,-1.1,10,0.96,-2,4,0.94,6
CCCCn1c(=O)c(CCC(=O)OCC(=O)NCc2ccc(OC)c(OC)c2)nc2ccccc21,-11,-2,-3.5,1,1,7,2,1.1,-7
Cc1ccc(NC(=O)c2ncn(CC(=O)NCc3ccc4c(c3)OCO4)n2)cc1C,-8,-16,-0.2,.,1.1,3,-2,.,.
O=C(CN1C(=O)NC2(CCCCC2)C1=O)Nc1ccccc1N1CCCC1,5,-15,-0.3,-1,1.2,0,4,1,-1
